APOBEC3G inh – APOBEC3G DNA deaminase inhibitors, primary screen, biochemical, fluorescence, single-stranded DNA substrate, uHTS; DNA dC->dU-editing enzyme APOBEC-3G (Homo sapiens), Q9HC16; 330,000 compounds, 0.28% hits; inhibition, % at 20 µM; AID 493012, 2011; recombinant A3G, ssDNA deamination FAM/TAMRA fluorescence;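 active = inhibition of at least 40% at 20 µM, with no more than 30% in the related APOBEC3A deaminase screen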;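 also: plate controls were DMSO wells with A3G for no effect and wells lacking A3G enzyme for full effect; some compounds called inactive have numbers as strong as hits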
Target sequence (Q9HC16 whole entry, looked up): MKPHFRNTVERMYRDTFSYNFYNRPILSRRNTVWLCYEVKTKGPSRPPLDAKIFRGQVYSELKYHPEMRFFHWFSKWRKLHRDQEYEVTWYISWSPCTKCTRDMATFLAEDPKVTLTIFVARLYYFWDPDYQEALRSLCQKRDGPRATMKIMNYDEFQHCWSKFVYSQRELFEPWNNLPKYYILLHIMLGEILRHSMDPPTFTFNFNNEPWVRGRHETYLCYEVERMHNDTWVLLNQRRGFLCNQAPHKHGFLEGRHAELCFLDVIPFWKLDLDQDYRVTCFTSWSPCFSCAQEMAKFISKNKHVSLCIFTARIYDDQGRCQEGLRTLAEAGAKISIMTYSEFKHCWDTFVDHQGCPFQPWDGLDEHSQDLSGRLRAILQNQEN
CXCR6 block – CXCR6 receptor inhibitors, primary screen, cell-based, beta-arrestin, luminescence, CHO-K1 PathHunter, 1536-well. C-X-C chemokine receptor type 6 (Homo sapiens), O00574. inhibition, % at 20 µM. 360,000 compounds, 0.36% hits. AID 602244, 2012; in the data active = inhibition above about 34%, passing the limit was not always enough;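 also: antagonist mode with CXCL16 agonist at 10 nM final; 0% = 10 nM CXCL16 with DMSO and 100% = unstimulated wells without agonist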
EBI2 block – EBI2 receptor antagonists, beta-arrestin recruitment, primary screen, cell-based, luminescence, 7a,25-OHC stimulation, uHTS | G-protein coupled receptor 183 (Homo sapiens), P32249 | inhibition, % at 5 µM | 7a,25-OHC stimulated | AID 651636, 2012 | 360,000 compounds, 0.81% hits; in the data active = inhibition above about 38%;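 also: enzyme fragment complementation signal reports receptor beta-arrestin coupling in cells; 0% = agonist plus DMSO wells and 100% = wells without agonist; some results beyond the cut were filed as inactive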
Target sequence (P32249 whole entry, looked up, the tested form may be a part): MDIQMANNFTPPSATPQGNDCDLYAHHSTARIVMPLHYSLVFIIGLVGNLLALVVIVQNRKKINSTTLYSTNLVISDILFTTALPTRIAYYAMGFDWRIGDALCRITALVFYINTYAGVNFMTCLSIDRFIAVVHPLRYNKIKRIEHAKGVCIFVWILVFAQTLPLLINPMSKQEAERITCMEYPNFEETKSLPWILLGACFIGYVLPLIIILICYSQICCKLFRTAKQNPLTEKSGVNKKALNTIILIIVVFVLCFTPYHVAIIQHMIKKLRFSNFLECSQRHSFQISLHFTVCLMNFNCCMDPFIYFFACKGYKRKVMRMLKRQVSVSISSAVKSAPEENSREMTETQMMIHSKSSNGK
Gli-Sufu antag – Gli-Sufu pathway antagonists, primary screen, luciferase luminescence, Sufu-KO-LIGHT cells, uHTS | Sufu-KO-LIGHT fibroblasts, Gli luciferase reporter luminescence | AID 588413, 2011 | 340,000 compounds, 0.74% hits | inhibition, % at 5 µM;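 active = inhibition above about 55%, limit read from the data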;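 also: 0% = DMSO-treated cells and 100% = wells with medium but no cells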
CCR6 antagonist – CCR6 receptor antagonists, primary screen, cell-based, CHO-K1, luminescence, beta-arrestin, uHTS. CHO-K1 CCR6 PathHunter beta-arrestin, CCL20-stimulated. inhibition, % at 20 µM. 340,000 compounds, 0.49% hits;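 active = compounds whose inhibition of the agonist-driven luminescence signal at 20 µM reaches about 50%, limit read from the data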;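 also: cells stimulated with CCL20 at 14 nM final; plate controls were DMSO with CCL20 for no effect and DMSO without agonist for full effect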
NR3A LBD binder – binders of NR3A ligand-binding domain, primary screen, biophysical, differential scanning fluorimetry, uHTS. Tm shift relative to glycine control, % at 25 µM. 340,000 compounds, 2.5% hits. Glutamate receptor ionotropic, NMDA 3A (GRIN3A) ligand-binding domain. NR3A LBD differential scanning fluorimetry, Tm shift; 0% = protein alone, 100% = glycine-bound protein;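 active = melting temperature shift of at least 10% of the positive control shift, at one fixed dose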
MPTP inh – mitochondrial permeability transition pore inhibitors, primary screen, biochemical, isolated mouse mitochondria, absorbance | inhibition, % at 10 µM | 360,000 compounds, 1.4% hits | Ca2+ swelling absorbance, 30 min;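 active = inhibition of 50% or more, scaled per plate between neutral and stimulator controls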;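 also: 0% = DMSO wells given calcium and 100% = 1 mM EGTA wells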
APOBEC3A inh – APOBEC3A ssDNA deaminase inhibitors, primary screen, selectivity assay for APOBEC3G inhibitor project, biochemical, FAM/TAMRA oligo cleavage fluorescence; DNA dC->dU-editing enzyme APOBEC-3A (Homo sapiens), P31941; recombinant A3A, FAM/TAMRA ssDNA deamination fluorescence; inhibition, % at 20 µM; 330,000 compounds, 0.41% hits; AID 493011, 2011;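 active = at least 40% inhibition at 20 µM here, with at most 30% in a related deaminase screen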;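 also: plate controls were A3A with DMSO for no effect and wells lacking A3A enzyme for full effect; some results filed as inactive read as strong as hits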
Target sequence (P31941 whole entry, looked up): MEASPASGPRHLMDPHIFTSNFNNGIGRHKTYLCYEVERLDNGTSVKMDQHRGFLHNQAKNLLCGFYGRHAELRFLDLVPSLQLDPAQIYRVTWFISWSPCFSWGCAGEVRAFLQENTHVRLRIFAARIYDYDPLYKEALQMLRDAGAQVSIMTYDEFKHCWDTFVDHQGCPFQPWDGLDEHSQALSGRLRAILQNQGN
Active calls of the source: *; . = no result given.

Values run as follows: APOBEC3G inh | CXCR6 block | EBI2 block | Gli-Sufu antag | CCR6 antagonist | NR3A LBD binder | MPTP inh | APOBEC3A inh
CCN(CCO)c1ccc(-n2c(N)c(C(=O)OC)c3nc4ccccc4nc32)cc1
  -4 | 4 | -6 | 5 | -5 | 0 | -0.4 | -3
Cc1[nH]c2ccccc2c1/C=N\NC(=O)Cn1nnc(-c2ccccc2)n1
  -5 | 2 | 3 | -19 | -4 | -1 | 2.6 | 2
COc1cc2c(cc1OC)C(Cc1cc(OC)c(OC)cc1[N+](=O)[O-])=NCC2
  . | -9 | 3 | -9 | -3 | 1 | 0.7 | .
COc1cc(C(=O)N2CCN=C2c2ccccc2)cc(OC)c1OC
  5 | -4 | -12 | 0 | 10 | 2 | -6.0 | 2
COC(=O)c1ccccc1NC(=O)NCc1c(C)nn(C)c1C
  -9 | -5 | 0 | 6 | 9 | 1 | -0.6 | 4
COC(=O)c1ccccc1COn1c(=O)c[n+]([O-])c2ccccc21
  -8 | -5 | -4 | 16 | -1 | 0 | 1.5 | -9
O=C(CCc1nc2sc3c(c2c(=O)[nH]1)CCCC3)N1CCN(c2ccccc2)CC1
  -6 | -9 | 2 | -17 | 9 | -3 | 0.2 | 2
C=CCn1c[n+](CC(=O)c2ccc(Br)s2)c2ccccc21
  -3 | 0 | -4 | 15 | -1 | 0 | -1.1 | 2
CN(c1ccccc1)S(=O)(=O)c1ccc(NC(=S)NC(=O)c2ccccc2)cc1
  1 | 14 | 26 | -2 | 26 | -3 | 0.4 | -1
COCCNC(=O)C(c1c[nH]c2ccccc12)N(C(=O)c1snc(C(N)=O)c1N)c1cccc(OC)c1 (centres undefined)
  2 | 1 | 3 | -3 | 8 | -1 | -4.4 | 1
Cc1cc(C)c(C(=O)OCC(=O)Nc2cccc(S(=O)(=O)N3CCCCC3)c2)c(C)c1
  -6 | 3 | 13 | 18 | 8 | 6 | -1.0 | 2
CC(=O)c1ccc(N2CCN(C(=O)[C@H](C)NC(=O)c3ccccc3Cl)CC2)cc1
  -4 | -5 | 6 | 17 | 2 | -1 | 0.3 | -1
COc1ccc(C(=O)Nc2nnc(-c3ccco3)s2)cc1
  -1 | -2 | -11 | -37 | -7 | 1 | -0.8 | -1
CC(Oc1ccccc1)C(=O)Nc1nnc(S(=O)(=O)Nc2ccccc2)s1 (centres undefined)
  -8 | -3 | 1 | 8 | 1 | -11 | 4.8 | -4
COCCCNC(=S)NNC(=O)c1csc(C)n1
  -1 | -5 | 2 | -6 | -8 | 0 | -0.6 | 2
CCOc1ccccc1N1CC(O)=C(c2nc3ccccc3s2)C1=N
  0 | -1 | 6 | 9 | 7 | -2 | -1.4 | 1
COc1ccc(Nc2ncnc3ccccc23)cc1
  1 | 7 | 2 | -1 | -1 | -7 | 0.3 | 6
O=C(CN1CCOCC1)N/N=C/C=C/c1ccccc1
  -5 | -3 | -11 | -10 | -1 | 1 | -0.9 | 0
O=C(Nc1ccc(O)c(C(=O)O)c1)c1ccc2c(c1)C(=O)N(CC1CCCO1)C2=O (centres undefined)
  -5 | 3 | -12 | 13 | 8 | 2 | 0.4 | -4
CCOC(=O)c1cc2c(n(-c3ccc(Cl)cc3)c1=O)CCCC2=O
  -1 | 7 | 0 | 1 | 9 | 1 | -0.1 | 4

Next part (4 carried over from the part before).
Values run as follows: APOBEC3G inh | CXCR6 block | EBI2 block | Gli-Sufu antag | CCR6 antagonist | NR3A LBD binder | MPTP inh | APOBEC3A inh
COc1ccc(Nc2ncnc3ccccc23)cc1
  1 | 7 | 2 | -1 | -1 | -7 | 0.3 | 6
O=C(CN1CCOCC1)N/N=C/C=C/c1ccccc1
  -5 | -3 | -11 | -10 | -1 | 1 | -0.9 | 0
O=C(Nc1ccc(O)c(C(=O)O)c1)c1ccc2c(c1)C(=O)N(CC1CCCO1)C2=O (centres undefined)
  -5 | 3 | -12 | 13 | 8 | 2 | 0.4 | -4
CCOC(=O)c1cc2c(n(-c3ccc(Cl)cc3)c1=O)CCCC2=O
  -1 | 7 | 0 | 1 | 9 | 1 | -0.1 | 4
Cc1cccc(C(=O)Oc2ccc(/C=N/NC(=O)c3cc(O)cc(O)c3)cc2)c1
  24 | -2 | -14 | -12 | 5 | 14* | 0.3 | 69*
COc1ccc(/C(C)=N\NC(=O)CNC(=O)C(c2ccccc2)c2ccccc2)cc1OC
  -4 | -10 | 0 | -2 | 4 | 2 | 0.9 | 0
Cc1cc(-c2ccc(C)c(S(=O)(=O)NCc3cccc(Br)c3)c2)on1
  -3 | -5 | 19 | 7 | 7 | 1 | 2.6 | -2
COc1ccccc1CNC(=O)COC(=O)C1CCN(S(=O)(=O)c2ccccc2)CC1
  -3 | -15 | 2 | -13 | -5 | 0 | -0.6 | 3
COc1ccc(C(=O)/C=C/c2ccc(OC)c(CN3CCOCC3)c2)cc1
  0 | -1 | 6 | 2 | 14 | -10 | 0.6 | 2
CC(C)c1ccc(S(=O)(=O)N2CCN(C(C)C(=O)NC3CCCC3)CC2)cc1 (centres undefined)
  -6 | -1 | 1 | -13 | 4 | -1 | -0.1 | 0
O=c1c2ccccc2nc(CSc2nnnn2-c2ccccc2)n1-c1ccccc1Cl
  -2 | -1 | 15 | -3 | -4 | -3 | -2.6 | -1
CC(C)OC(=O)c1ccc(NCc2cc(O)ccc2O)cc1Cl
  . | -8 | -6 | -7 | 4 | -2 | -2.0 | .
COc1ccc(Cc2nnc(SC(C)C(=O)Nc3ccc(F)cc3Cl)o2)cc1 (centres undefined)
  -10 | -7 | 1 | -5 | 7 | -1 | -2.0 | 1
O=C(CN(Cc1ccccc1)C(=O)CNS(=O)(=O)c1ccc(Cl)cc1)NCC1CCCO1 (centres undefined)
  -5 | -7 | 0 | 27 | 9 | -1 | -0.5 | -2
CCOc1ccc(CCNC(=O)CN2CCN(Cc3ccccc3C)C2=O)cc1OCC
  2 | 0 | -8 | -1 | -19 | -1 | 1.0 | 5
O=C(Cc1coc2ccc3ccccc3c12)N1CCN(c2ncccn2)CC1
  -3 | -2 | 15 | 6 | -2 | -3 | 1.2 | -2
CCCn1c(N)c(N(CCOC)C(=O)/C=C/c2ccc(C(=O)OC)cc2)c(=O)[nH]c1=O
  -7 | 10 | -2 | 3 | 0 | 0 | -3.4 | 23
CC(c1ccccc1)N1C(=O)C2C3CCC(C3)C2C1=O (centres undefined)
  -8 | -4 | -9 | -4 | -8 | -1 | -0.1 | -9
CCOC(=O)C1CCN(C(=O)C2CCN(S(=O)(=O)N3CCC4(CC3)OCCO4)CC2)CC1
  0 | -2 | -7 | -26 | 0 | 2 | -2.1 | -1
O=C(COC(=O)c1cccnc1)Nc1cccc2ccccc12
  2 | -16 | -3 | 21 | 1 | 0 | 0.0 | 4
CC(C)CC(=O)NCCc1ccncc1
  0 | 2 | 2 | -2 | 8 | 0 | 1.7 | 1
COc1ccc(S(=O)(=O)N/N=C\c2ccc3c(c2)OCO3)c(OC)c1
  -4 | -8 | -9 | 6 | -1 | 0 | 1.9 | 0
Cc1c(Nc2nc(-c3cccc([N+](=O)[O-])c3)cs2)c(=O)n(-c2ccccc2)n1C
  -6 | -4 | -1 | 4 | 20 | 3 | -1.7 | 4
CC(=O)c1c(C)[nH]c(C(=O)OCC(=O)NCCc2ccc(Cl)cc2)c1C
  3 | -7 | 16 | 3 | 28 | -2 | 1.0 | 0

(list continues)
mol | APOBEC3G inh | CXCR6 block | EBI2 block | Gli-Sufu antag | CCR6 antagonist | NR3A LBD binder | MPTP inh | APOBEC3A inh
CC(=O)Nc1ccc(S(=O)(=O)NNC(=S)NCC2CCCO2)cc1 (centres undefined) | 1 | 0 | -5 | 21 | 12 | -1 | -1.4 | 1
Cc1cc2c(cc1S(=O)(=O)N1CCN(c3ccccc3)CC1)OCC(=O)N2 | -2 | -1 | -3 | 4 | -7 | 4 | -0.1 | 0
CC(SC1CCCC1)C(=O)Nc1ccnn1C(C)C (centres undefined) | -5 | -10 | -9 | 2 | -9 | 0 | 3.3 | -3
COc1cccc(CNC(=O)c2ccccc2N)c1 | -3 | 8 | 0 | 0 | -3 | -1 | -0.7 | 0
O=S(=O)(Nc1cccc(-c2ccc(N3CCCCCC3)nn2)c1)c1ccccc1Cl | -3 | 1 | 7 | -5 | 10 | 7 | -0.9 | -1
CC(C)(C)c1cc[n+](/C(C(=S)NC2CC2)=C(/[O-])c2ccc(Cl)s2)cc1 | -4 | -7 | -9 | -5 | 10 | 1 | -0.4 | 3
Cn1c(C(=O)OC(C(=O)NCc2ccco2)c2ccncc2)cc2sccc21 (centres undefined) | -5 | -3 | -1 | 1 | 5 | -1 | -1.2 | -4
COc1ccc(/C=C2\C(=N)N3N=C(CC(=O)N4CCCCC4)SC3=NC2=O)cc1 | 4 | 1 | -12 | -14 | 5 | -6 | -1.5 | -1

Sorted by value in APOBEC3G inh (ascending): 3 of the compounds above
Molecule	APOBEC3G inh
O=S(=O)(Nc1cccc(-c2ccc(N3CCCCCC3)nn2)c1)c1ccccc1Cl	-3
Cc1cc2c(cc1S(=O)(=O)N1CCN(c3ccccc3)CC1)OCC(=O)N2	-2
CC(=O)Nc1ccc(S(=O)(=O)NNC(=S)NCC2CCCO2)cc1 (centres undefined)	1

(list continues)
mol | APOBEC3G inh | CXCR6 block | EBI2 block | Gli-Sufu antag | CCR6 antagonist | NR3A LBD binder | MPTP inh | APOBEC3A inh
Cc1cc2nc(SCC(=O)Nc3nonc3C)c3c(c2cc1C)CCCC3 | -3 | -5 | 23 | 0 | 4 | -3 | 7.4 | 5
Cc1ccc(OCCNC(=O)CN2C(=O)NC3(CCCC3)C2=O)cc1 | -7 | -10 | -1 | -5 | 4 | 1 | -1.6 | 9
O=C(NNC(=S)Nc1ccc(Br)cc1Cl)c1ccco1 | 6 | 10 | -15 | -6 | -10 | -10 | -5.2 | 1
CC(=O)c1cccc(NC(=O)NCc2ccco2)c1 | -4 | 5 | -4 | 1 | -10 | -2 | 2.3 | 1
COC(=O)c1ccc2c(=O)n(CCN3CCOCC3)c(SCC(=O)Nc3cccc(OC)c3)nc2c1 | -4 | 2 | 7 | -12 | 11 | -1 | 0.6 | 2
CC(C)CCNC(=O)c1cc(-c2cccs2)nc2ccccc12 | 0 | 0 | -8 | 11 | 8 | -4 | 1.1 | 6
CC1O[C@@H](OC2C(O)C(C)O[C@H](OC(=O)[C@]34CCC(C)(C)C[C@H]3C3=CCC5[C@@]6(C)CC(O)C(O[C@@H]7OC(CO)C(O)[C@@H](O)[C@@H]7O)[C@@](C)(C(=O)O)C6CC[C@@]5(C)[C@]3(CO)CC4)C2O[C@H]2OC(C)[C@@H](O[C@@H]3OCC(O[C@@H]4OC(CO)C(O)[C@H](O)C4O)[C@@H](O)[C@@H]3O)[C@H](O)C2O)C(O)C(O)C1O (some centres undefined) | 0 | 1 | -4 | -4 | 8 | 0 | 0.1 | -1
CC(=O)Nc1cccc(C(=O)N2CCN(S(=O)(=O)c3ccc4ccccc4c3)CC2)c1 | -7 | -2 | 7 | 0 | 4 | -2 | -0.2 | -4
COCCCn1c(SCC(=O)NC2CCCC2)nnc1-c1ccccc1 | -10 | 12 | -2 | -2 | 2 | 3 | -2.1 | 0
O=C(O)c1cc(NCc2ccc3c(c2)OCO3)ccc1N1CCOCC1 | -1 | 3 | -8 | -1 | -9 | 2 | 1.7 | 7
COc1ccc(C(C)=O)cc1COC(=O)C1CC(=O)N(Cc2ccccc2)C1 (centres undefined) | -6 | 1 | 4 | -12 | 9 | 4 | -0.7 | -4
